TcdB GH inh: TcdB glycohydrolase inhibitors, primary screen, biochemical, single point, plate reader; Toxin B (Clostridioides difficile), P18177; TcdB glycohydrolase enzymatic assay; inhibition, % at 9.99 µM; 350,000 compounds, 0.24% hits; in the data active means inhibition above about 10%
BioA inh: M. tuberculosis BioA enzyme inhibitors, primary screen, biochemical, plate reader, single point, HTS; inhibition, % at 9.99 µM; AID 602481, 2012; 7,8-diaminopelargonic acid synthase BioA (Mycobacterium tuberculosis); 360,000 compounds, 0.096% hits; purified M. tuberculosis BioA enzyme; in the data active means inhibition above about 40%
* hit, by the source's call; & = joins results of further samples. Some of the compounds tested; rates above refer to the full screens.

SMILES	TcdB GH inh	BioA inh
C[C@H]1CN([C@@H](C)CO)C(=O)c2ccccc2-c2ccccc2CO[C@H]1CN(C)Cc1cccnc1	-0.5	0.6
Cc1noc(C)c1NC(=O)NCC[C@H]1CC[C@@H](NC(=O)Cc2cccnc2)[C@@H](CO)O1	-1.2	4.7
COc1ccc(NC(=O)Nc2ccc3c(c2)C(=O)N([C@H](C)CO)C[C@H](C)[C@@H](CN(C)Cc2ccc4c(c2)OCO4)OCCCC[C@H](C)O3)cc1	0.8	0.9
CO[C@H]1CN(C)C(=O)c2ccc(NC(C)=O)cc2OC[C@H](C)N(S(C)(=O)=O)C[C@@H]1C	0.4	-2.8
C[C@H](NC(=O)C[C@@H]1CC[C@H](NC(=O)Cc2ccccn2)[C@@H](CO)O1)c1ccccc1	1.7	0.2
C[C@@H]1CN([C@@H](C)CO)C(=O)c2cc(NC(=O)CCC(F)(F)F)ccc2O[C@H]1CN(C)C(=O)Nc1ccc(F)cc1	0.5	-1.3
Cc1noc(C)c1S(=O)(=O)Nc1ccc2c(c1)C(=O)N([C@@H](C)CO)C[C@H](C)[C@H](CN(C)Cc1ccc(C(=O)O)cc1)O2	0.3	-1.7
Cc1ccc(S(=O)(=O)Nc2ccc3c(c2)C(=O)N([C@H](C)CO)C[C@H](C)[C@H](CN(C)Cc2ccc4c(c2)OCO4)O3)cc1	-0.2	1.1
O=C(NCC1CCCCC1)[C@@H]1[C@@H](CO)[C@@H]2Cn3c(ccc(-c4cncnc4)c3=O)[C@H]1N2	-1.9	-1.5
O=C(NCC[C@@H]1CC[C@@H](NC(=O)C2CCCCC2)[C@@H](CO)O1)Nc1ccc(Cl)cc1	0.1	0.1
COc1cccc(NC(=O)N2C[C@H](O)COC[C@@H]3O[C@@H](CC(=O)NC4CCC4)CC[C@H]32)c1	-4.7	-0.6
COc1ccc(NC(=O)N(C)C[C@H]2OCCCC[C@@H](C)Oc3ccc(NS(=O)(=O)c4cn(C)cn4)cc3C(=O)N([C@H](C)CO)C[C@H]2C)cc1	-1.9	2.8
O=C(C[C@H]1CC[C@H](NC(=O)Cc2ccccn2)[C@H](CO)O1)NCCc1ccncc1	-1.3	-2.1
C[C@H](O)C#Cc1ccc([C@@H]2[C@H]3CN(C(=O)c4ccc(F)cc4)CCCCN3[C@H]2CO)cc1	-0.5	1.0
CO[C@H]1CN(C)C(=O)c2cc(NS(C)(=O)=O)ccc2OC[C@@H](C)N(C(=O)CN(C)C)C[C@@H]1C	-1.1	-0.9
C[C@@H]1CN([C@H](C)CO)C(=O)c2cc(C3=CCCC3)cnc2O[C@@H]1CN(C)C	-1.1	-0.8
Cc1ccc(S(=O)(=O)Nc2ccc3c(c2)C(=O)N([C@H](C)CO)C[C@@H](C)[C@H](CN(C)C(=O)NC(C)C)O3)cc1	-0.3	-1.6
CC(C)NC(=O)N[C@@H]1CC[C@H](CCn2cc(-c3ccc(F)cc3)nn2)O[C@@H]1CO	1.5	-1.3
COc1ccc(S(=O)(=O)Nc2ccc3c(c2)C(=O)N([C@@H](C)CO)C[C@@H](C)[C@@H](CN(C)C(=O)NC2CCCCC2)OCCCC[C@@H](C)O3)cc1	1.2	0.3
O=C(C[C@@H]1CC[C@@H]2[C@H](COC[C@@H](O)CN2Cc2ccccc2)O1)NCCc1ccccc1	-2.4	-1.0
O=C(NCC[C@@H]1CC[C@H](NC(=O)c2ccccc2F)[C@@H](CO)O1)c1ccc2c(c1)OCO2	1.9	-1.1
C[C@H](CO)N1C[C@H](C)[C@@H](CN(C)Cc2ccncc2)Oc2ccc(NC(=O)Nc3ccc4c(c3)OCO4)cc2CC1=O	-0.2	8.4
O=C(C[C@@H]1C[C@@H]2c3cc(NS(=O)(=O)c4ccc(F)cc4)ccc3O[C@@H]2[C@H](CO)O1)NC1CCCC1	-1.5	-0.8
C[C@H](CO)N1C[C@H](C)[C@@H](CN(C)C(=O)Nc2ccc3c(c2)OCO3)Oc2ccc(NS(=O)(=O)c3cccs3)cc2CC1=O	-1.6	5.3
C/C=C/c1ccc2c(c1)O[C@H](CN(C)C(=O)Nc1cc(F)ccc1F)[C@@H](C)CN([C@H](C)CO)S2(=O)=O	-12	-2.0
C/C=C/c1ccc2c(c1)O[C@@H](CN(C)C(=O)CN(C)C)[C@H](C)CN([C@@H](C)CO)S2(=O)=O	1.1	1.3
CN1c2ccc(C#Cc3ccc(F)cc3)cc2[C@H]2[C@H](CCN2S(=O)(=O)c2ccccc2F)[C@@H]1CO	-0.4	1.3
C[C@H](CO)N1C[C@H](C)[C@H](CN(C)Cc2ccc(C(F)(F)F)cc2)Oc2ccc(NS(=O)(=O)c3cccs3)cc2CC1=O	-0.2	0.4
CCCN(C)C[C@H]1OCCCC[C@H](C)Oc2ccc(NS(=O)(=O)c3ccc(OC)cc3)cc2C(=O)N([C@H](C)CO)C[C@H]1C	-0.2	8.3
CN1CCN(C(=O)C[C@H]2C=C[C@H](NC(=O)c3ccc4c(c3)OCO4)[C@H](CO)O2)CC1	-1.4	11
C[C@H]1CN([C@@H](C)CO)C(=O)c2cccc(NS(=O)(=O)c3ccccc3)c2O[C@@H]1CN(C)Cc1ccccc1	-10	4.0
C[C@H](O)C#Cc1cnc2c(c1)C(=O)N([C@@H](C)CO)C[C@H](C)[C@H](CN(C)CC1CCCCC1)O2	0.1	0.4
O=C(C[C@@H]1CC[C@@H]2[C@H](COC[C@H](O)CN2C(=O)c2ccncc2)O1)NCc1ccc(-c2ccccc2)cc1	-0.8	-1.6
O=C(C[C@H]1C[C@H]2c3cc(NC(=O)c4cccnc4)ccc3O[C@H]2[C@H](CO)O1)NCc1cc(F)ccc1F	-0.8	9.1
C[C@@H]1CCCCO[C@@H](CN(C)Cc2ccc3c(c2)OCO3)[C@H](C)CN([C@H](C)CO)C(=O)c2cc(NC(=O)c3ccccc3)ccc2O1	-1.7	0.3
Cc1ccc(S(=O)(=O)Nc2ccc3c(c2)C(=O)N([C@H](C)CO)C[C@@H](C)[C@@H](CN(C)C)OCCCC[C@H](C)O3)cc1	-15	-0.4
COc1ccccc1S(=O)(=O)N[C@@H]1C=C[C@H](CC(=O)N2CCN(C)CC2)O[C@@H]1CO	-5.4	-1.3
Cc1noc(C)c1NC(=O)N(C)C[C@@H]1Oc2ncc(C#CC(C)(C)O)cc2C(=O)N([C@H](C)CO)C[C@@H]1C	-0.7	-0.4
COc1ccc(NC(=O)Nc2cccc3c2O[C@H](CN(C)C(=O)NC(C)C)[C@H](C)CN([C@H](C)CO)C3=O)cc1	-0.3	1.4
C[C@@H]1CN([C@H](C)CO)C(=O)c2cc(NC(=O)Nc3ccc(C(F)(F)F)cc3)ccc2O[C@@H](C)CCCCO[C@H]1CN(C)C(=O)C1CCCCC1	-0.4	2.7
C[C@@H]1CCCCO[C@@H](CN(C)Cc2ccncc2)[C@@H](C)CN([C@H](C)CO)C(=O)c2cc(NC(=O)Cc3ccccc3)ccc2O1	0.2	0.6
C[C@@H]1CN([C@@H](C)CO)C(=O)c2cccc(N(C)C)c2O[C@H]1CN(C)Cc1ccc2c(c1)OCO2	-0.4	-1.0
C[C@H](CO)N1C[C@H](C)[C@H](CN(C)C(=O)c2ccncc2)Oc2cc(C#CC3(O)CCCC3)ccc2S1(=O)=O	0.9	-0.7
CCCC(=O)Nc1ccc2c(c1)C(=O)N(C)C[C@@H](OC)[C@H](C)CN(Cc1ccc(-c3ccccn3)cc1)[C@@H](C)CO2	-2.5&1.2	0.3
Cc1ccc(-c2cnc3c(c2)C(=O)N([C@@H](C)CO)C[C@H](C)[C@H](CN(C)Cc2ccccc2C(=O)O)O3)cc1	-0.1	1.0
O=C(NCC[C@H]1CC[C@@H](NS(=O)(=O)c2cccc(Cl)c2)[C@@H](CO)O1)c1cnccn1	-2.7	-3.7
CCCN1[C@@H]2Cn3c(ccc(C4=CCCCC4)c3=O)[C@H]1[C@@H](C(=O)NCC)[C@@H]2CO	-1.4	-0.4
O=C(C[C@@H]1CC[C@@H]2[C@H](COC[C@@H](O)CN2Cc2cc(F)ccc2F)O1)N[C@H]1CCN(Cc2ccccc2)C1	-1.1	-0.4
CN(C)CC(=O)N[C@H]1CC[C@H](CCn2cc(C3CCCC3)nn2)O[C@@H]1CO	-1.0	0.6
C[C@H](CO)N1C[C@H](C)[C@@H](CN(C)C(=O)c2cccnc2)Oc2ncc(-c3ccccc3)cc2C1=O	0.0	-0.3
C[C@@H]1CCCCO[C@H](CN(C)C(=O)Cc2ccccc2)[C@@H](C)CN([C@@H](C)CO)C(=O)c2cc(NC(=O)Cc3ccccc3)ccc2O1	-1.2	-0.9
O=C(NCc1ccccc1F)[C@@H]1[C@@H](CO)[C@@H]2Cn3c(cccc3=O)[C@@H]2N1C(=O)CC1CC1	-2.0	-0.9
CO[C@H]1CN(C)C(=O)c2cc(NC(=O)NC(C)C)ccc2OC[C@H](C)N(C(=O)CC2CC2)C[C@H]1C	0.2	-0.7
C[C@@H]1CN([C@@H](C)CO)C(=O)c2cc(NC(=O)Nc3ccc4c(c3)OCO4)ccc2O[C@@H](C)CCCCO[C@H]1CN(C)C(=O)Nc1ccccc1	0.0	-1.1
Cc1noc(C)c1NC(=O)N[C@H]1CC[C@@H](CC(=O)Nc2ccccc2)O[C@@H]1CO	0.2	-3.1
CO[C@H]1CN(C)C(=O)c2cc(NC(=O)Nc3cccc(F)c3)ccc2OC[C@@H](C)N(C(=O)Nc2c(C)noc2C)C[C@@H]1C	0.0	2.4
Cc1noc(C)c1S(=O)(=O)N(C)C[C@H]1OCCCC[C@@H](C)Oc2ccc(NC(=O)C3CCCCC3)cc2C(=O)N([C@H](C)CO)C[C@H]1C	-0.2	-0.7
COCCNC(=O)C[C@H]1CC[C@H]2[C@@H](COc3ccc(NS(=O)(=O)c4ccc(Cl)cc4)cc3C(=O)N2C)O1	0.0	0.9
C[C@@H]1CN([C@H](C)CO)C(=O)c2cc(N(C)C)ccc2O[C@H]1CN(C)Cc1ccc2c(c1)OCO2	-2.0	4.3
CO[C@H]1CN(C)C(=O)c2cc(NC(C)=O)ccc2OC[C@H](C)N(CCc2ccccc2)C[C@H]1C	-2.9	3.6
Next part:
SMILES	TcdB GH inh	BioA inh
C[C@@H]1CN([C@@H](C)CO)C(=O)c2cccc(NC(=O)C3CCCCC3)c2O[C@@H]1CN(C)Cc1ccncc1	0.7	-1.0
CC=Cc1ccc2n(c1=O)C[C@@H]1[C@@H](CO)[C@H](C(=O)O)[C@H]2N1S(=O)(=O)c1ccccc1C (mixture of isomers)	-0.4	-1.2
Cc1noc(C)c1NC(=O)Nc1ccc2c(c1)CC(=O)N([C@@H](C)CO)C[C@H](C)[C@@H](CN(C)Cc1ccncc1)O2	0.8	2.9
COCC#Cc1ccc2c(c1)O[C@@H](CN(C)S(=O)(=O)c1ccc(OC)cc1)[C@@H](C)CN([C@@H](C)CO)S2(=O)=O	0.6	-0.2
CN1C(=O)c2cc(NS(=O)(=O)c3ccccc3F)ccc2OC[C@H]2O[C@@H](CC(=O)NC3Cc4ccccc4C3)CC[C@@H]21	0.7	1.2
C[C@@H]1CN([C@H](C)CO)C(=O)c2cc(Br)cnc2O[C@H]1CN(C)C(=O)c1cccnc1	-0.1	20
COc1cccc(C#Cc2ccc3c(c2)O[C@H](CN(C)C(=O)CN2CCOCC2)[C@@H](C)CN([C@H](C)CO)S3(=O)=O)c1	0.1	-2.0
CO[C@H]1CN(C)C(=O)c2ccc(NC(=O)Cc3ccccc3)cc2OC[C@@H](C)N(C)C[C@@H]1C	-0.6	0.6
O=C(CN1CCOCC1)NCC[C@@H]1CC[C@H](NC(=O)Nc2ccc(Cl)cc2)[C@H](CO)O1	0.3	-1.4
COC(=O)C[C@H]1CC[C@@H]2[C@H](COC[C@H](O)CN2C(=O)Nc2cccc(F)c2)O1	0.8	7.0
C[C@H]1CN([C@@H](C)CO)C(=O)Cc2cc(NC(=O)C3CC3)ccc2O[C@H]1CN(C)S(=O)(=O)c1ccc(F)cc1	1.1	6.2
C[C@H]1CN([C@@H](C)CO)C(=O)Cc2cc(NC(=O)Nc3ccccc3)ccc2O[C@@H]1CN(C)S(=O)(=O)c1ccc(Cl)cc1	-0.8	-2.6
COCC(=O)Nc1ccc2c(c1)[C@@H]1C[C@@H](CC(=O)NCC3CC3)O[C@@H](CO)[C@@H]1O2	0.9	-1.5
C[C@@H]1CCCCO[C@H](CN(C)S(C)(=O)=O)[C@@H](C)CN([C@H](C)CO)C(=O)c2cc(NC(=O)Nc3cccc4ccccc34)ccc2O1	-1.6	-2.5

Record cards (already shown).
C[C@@H]1CN([C@@H](C)CO)C(=O)c2cccc(NC(=O)C3CCCCC3)c2O[C@@H]1CN(C)Cc1ccncc1 as listed: TcdB GH inh = 0.7; BioA inh = -1.0
COc1cccc(C#Cc2ccc3c(c2)O[C@H](CN(C)C(=O)CN2CCOCC2)[C@@H](C)CN([C@H](C)CO)S3(=O)=O)c1 as listed: TcdB GH inh = 0.1; BioA inh = -2.0

5 of these compounds, set out differently:
smiles,TcdB GH inh,BioA inh
C[C@@H]1CN([C@H](C)CO)C(=O)c2cc(Br)cnc2O[C@H]1CN(C)C(=O)c1cccnc1,-0.1,20
COCC#Cc1ccc2c(c1)O[C@@H](CN(C)S(=O)(=O)c1ccc(OC)cc1)[C@@H](C)CN([C@@H](C)CO)S2(=O)=O,0.6,-0.2
COCC(=O)Nc1ccc2c(c1)[C@@H]1C[C@@H](CC(=O)NCC3CC3)O[C@@H](CO)[C@@H]1O2,0.9,-1.5
COc1cccc(C#Cc2ccc3c(c2)O[C@H](CN(C)C(=O)CN2CCOCC2)[C@@H](C)CN([C@H](C)CO)S3(=O)=O)c1,0.1,-2.0
CO[C@H]1CN(C)C(=O)c2ccc(NC(=O)Cc3ccccc3)cc2OC[C@@H](C)N(C)C[C@@H]1C,-0.6,0.6
